Bioassay records (PubChem BioAssay)
RAD54 branch: blocks human RAD54 Holliday junction branch migration; Q92698; FAM/BHQ fluorescence; inhibition, % at 10.4 µM; 360,000 compounds, 0.14% hits;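 active means mean normalized replicate activity at least 40 and at least half of replicates scoring 40 or more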;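 further: 0% = median of neutral control wells and 100% = median of positive control wells; inhibitors cause a drop in the FAM fluorescence signal; in these data hits start at about 50%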
Target sequence (Q92698 whole entry, looked up): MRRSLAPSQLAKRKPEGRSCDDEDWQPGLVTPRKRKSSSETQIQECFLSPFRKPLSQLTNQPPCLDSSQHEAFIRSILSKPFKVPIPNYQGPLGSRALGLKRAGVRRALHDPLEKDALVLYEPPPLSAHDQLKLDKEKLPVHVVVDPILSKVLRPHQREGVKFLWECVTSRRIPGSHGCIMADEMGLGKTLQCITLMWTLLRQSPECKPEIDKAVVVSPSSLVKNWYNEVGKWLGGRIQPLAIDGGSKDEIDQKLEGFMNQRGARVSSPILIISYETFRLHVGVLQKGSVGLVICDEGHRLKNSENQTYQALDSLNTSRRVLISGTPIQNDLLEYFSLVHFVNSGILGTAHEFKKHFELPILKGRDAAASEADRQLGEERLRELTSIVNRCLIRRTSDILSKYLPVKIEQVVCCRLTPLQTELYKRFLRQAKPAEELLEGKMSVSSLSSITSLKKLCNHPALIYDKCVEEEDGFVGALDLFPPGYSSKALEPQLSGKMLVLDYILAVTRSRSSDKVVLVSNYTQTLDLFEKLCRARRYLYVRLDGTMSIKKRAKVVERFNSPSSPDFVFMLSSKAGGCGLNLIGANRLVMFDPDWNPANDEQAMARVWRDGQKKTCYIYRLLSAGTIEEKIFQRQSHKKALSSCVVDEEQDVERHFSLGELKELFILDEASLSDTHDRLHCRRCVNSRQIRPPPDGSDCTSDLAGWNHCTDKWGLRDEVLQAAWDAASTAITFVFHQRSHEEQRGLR
The depositor's hits bear a star. This is a subset; rates above refer to the full screens.

SMILES,RAD54 branch
CCn1c(NC)cc(=O)n(C)c1=O,-12
COc1cc(C(=O)Nc2cccc(-c3nc4cc(C)ccc4o3)c2C)cc(OC)c1OC,-5
COc1cccc(C(=O)N2CCN(Cc3ccccc3C(F)(F)F)CC2)c1,-2
CC(C)N=C(NC#N)SCC(=O)NC(C)(C)C,6
CCOC(=O)c1c(C)[nH]c(C(=O)CN2C(=O)NC(C)(c3ccc(C)cc3)C2=O)c1C (configuration not stated),1
COc1ccc(OC2OC3COC(C)(C)OC3C(O)C2NC(C)=O)cc1 (configuration not stated),8
CCCCSc1nnc(CCC)n1N,4
CCCS(=O)(=O)N1CCC(C(=O)N2CCN(Cc3ccccc3)CC2)CC1,-2
CC(=O)N1CCc2cc(S(=O)(=O)N3CCc4ccccc4C3)ccc21,-3
CC(C)(C)c1ccc(C(=O)Oc2ccc3c(c2)OCC3=O)cc1,8
Clc1ccccc1OCc1nn2c(-c3ccncc3)nnc2s1,-16
O=C(O)CNS(=O)(=O)c1cc(Cl)c(Cl)cc1Cl,-9
Cc1ccc(-c2nnc(C)c(N3CC(C)OC(C)C3)n2)cc1 (configuration not stated),5
N#C/C(=C/c1ccc(F)cc1)c1nc(CCN2C(=O)c3ccccc3C2=O)cs1,2
CCC(C)n1c(SCC(=O)Nc2cc(C)on2)nc2ccccc2c1=O (configuration not stated),-1
Clc1ccc(-c2csc(N3CCN(c4ccccc4)CC3)n2)cc1,1
Nc1n[nH]c2c1C1(CCCC1)Cc1ccccc1-2,-4
CC1CCN(c2c([N+](=O)[O-])c(=O)n(-c3ccccc3)c3ccccc23)CC1,0
CN1CCN(c2nc(N3CCN(CCO)CC3)nc3ccccc23)CC1,16
O=C1C(Cc2ccccc2)Nc2ncnc(N3CCc4ccccc4C3)c2N1Cc1ccccc1 (configuration not stated),-6
CCn1c(=O)c(C(=O)Nn2c(C)nc3ccccc3c2=O)c(O)c2ccccc21,-6
CC(C)(Oc1ccc(Cl)cc1)C(=O)OCC(=O)Nc1ncc(Cl)cc1Cl,-2
CC(C)(C)n1nnnc1C(c1cccnc1)N(Cc1ccccc1)Cc1ccco1 (configuration not stated),-8
CC(C)NC(=O)NC(=O)COC(=O)c1ccc(NC(=O)CC#N)cc1,-8
CC1CCCN(C(=O)COC(=O)c2n[nH]c3ccccc23)C1 (configuration not stated),3
Cc1cc(C(F)F)n2ncc(C(=O)N3CCCCC3)c2n1,-21
Clc1cccc(CON/C=N/c2ncnc3sccc23)c1,-5
Cc1csc(NC(=O)c2nc3nccc(C)n3n2)n1,-3
Cn1c(=O)c2cc(S(=O)(=O)N3CCN(c4cccc(C(F)(F)F)c4)CC3)ccc2n(C)c1=O,16
COc1ncnc(OC)c1NC(=O)c1ccc(F)cc1,3
O=C(/C=C/c1ccc(Cl)cc1)NCCSc1ccccc1,6
CN1CCN(NC(=O)c2ccc(Cl)c([N+](=O)[O-])c2)CC1,-4
Cc1ccc(S(=O)(=O)N2CCCC2)cc1S(=O)(=O)N1CCCC1,2
Brc1cccc(-c2nnc(-c3ccccc3)o2)c1,3
Cc1cc(F)ccc1NCc1cc2c(cc1[N+](=O)[O-])OCO2,-7
CCOc1ccc(NCC(=O)Nc2ccc(Cl)cc2C)cc1,10
CCCCCCCCC(=O)NC(NC(=S)N1CCOCC1)C(Cl)(Cl)Cl (configuration not stated),-7
CN1CCN(S(=O)(=O)c2ccc(N(C)Cc3cccs3)nc2)CC1,9
Nc1c(-c2ccc(Cl)cc2)cnc2ncnn12,3
COc1cccc(Cn2cnc3c(NS(=O)(=O)c4cc(Cl)ccc4Cl)c(C)c(C)cc32)c1,-3
COc1cccc2c1OC1(C)CC2NC(=O)N1 (configuration not stated),0
CCOC(=O)Cc1csc(NC(=O)COc2ccccc2OCC)n1,1
CCN(CC)S(=O)(=O)c1cccc(C(=O)NCCCN2CCOCC2)c1,-16
CCOC(=O)c1snc2c(=O)[nH]cnc12,-7
CCC(NC(=O)Nc1cc(OC)c(OC)c(OC)c1)(C(F)(F)F)C(F)(F)F,-5
CC(NC(=O)c1ccc(CS(=O)(=O)Cc2ccccc2F)o1)c1ccc2c(c1)OCCO2 (configuration not stated),-2
CCCCCn1c(-c2ccco2)nc2nc3ccccc3nc21,-2
Cc1cc(C)c(S(=O)(=O)N2CCN(c3ccc([N+](=O)[O-])c(-n4nc(C)cc4C)c3)CC2)c(C)c1,6
COc1ccc(CCNC(=O)CCn2c(SCC#N)nc3ccccc3c2=O)cc1OC,4
Cc1ccc(C(C(=O)NC(C)(C)C)N(Cc2ccco2)C(=O)Cn2nnc(-c3cccs3)n2)cc1 (configuration not stated),-18
Clc1ccc(CSc2nnc(-c3c[nH]c4ccccc34)o2)cc1,13
CC(=O)Nc1cccc(N(C)S(C)(=O)=O)c1,5
Cc1cc(=O)n(C)c(=O)n1CC(=O)N1CCCCCC1,6
Cc1nc(-c2ccccc2)sc1-c1nc(-c2ccccc2)ncc1S(=O)(=O)c1ccccc1,-3
Cc1ccc(C(=O)CSc2nnc(-c3cccnc3)n2N)cc1,-1
CCCn1c(SCC(=O)Nc2ccc(OC)cc2)nnc1-c1ccncc1,-2
Cc1[nH]c2c(C)cccc2c(=O)c1Br,-6
COc1ccc(-n2c(O)c(Cc3ccccc3)c(=O)n3nc(-c4ccccc4)c(=O)cc23)cc1,-15
COc1ccc(-c2csc(=Nc3c(C)n(C)n(-c4ccccc4)c3=O)n2C(C)(C)C)cc1,-6
CCOC(=O)c1cccc(NC(=O)CSc2nnnn2CC)c1,-3

Further structures.
SMILES,RAD54 branch
CCCCn1c(SCC(=O)NC(C)CC)nc2ccc(N3CCOCC3)cc2c1=O (configuration not stated),-18
CCN(CC)C(=O)Nc1ccc(C(=O)OC)cc1,4
CC(C)COC(=O)C(C#N)c1nc2ccccc2nc1N1CCN(Cc2ccccc2)CC1 (configuration not stated),1
Cc1cc(NC(=O)CCC(=O)N(c2ccccc2)C(C(=O)NC2CCCC2)c2ccccc2)no1 (configuration not stated),-6
O=C(CN1CCOCC1)NCCC12CC3CC(CC(C3)C1)C2,-17
COc1cccc(NC(=O)CCCn2c(=S)[nH]c3ccccc3c2=O)c1,6
COc1cccc(COc2ccccc2C2Nc3ccc(Br)cc3C(=O)N2NC(=O)c2ccncc2)c1 (configuration not stated),0
CCCOC(=O)C(C)n1cnc2sc(C)c(C)c2c1=O (configuration not stated),2
O=C(NC1CC2CCC(C1)N2C(=O)NCc1ccccc1)NC12CC3CC(CC(C3)C1)C2 (configuration not stated),-6
O=C(NC1CCCCC1)N1CCN(CCc2ccccc2)CC1,3
N#CCCN1CCN(C(=S)c2ccc(-c3ccc(Cl)c(Cl)c3)o2)CC1,-2
Cn1c(/N=C/c2c[nH]c3ccccc23)nc2ccccc21,1
CN(C(=O)COC(=O)COc1ccccc1F)C1CCS(=O)(=O)C1 (configuration not stated),-2
COc1ccc2c(C)cc(SCC(=O)Nc3c(C)n(C)n(-c4ccccc4)c3=O)nc2c1,-13
COc1ccc(OC)c(-n2nnnc2SCC(=O)Nc2nc(C)c(C)s2)c1,-1
O=C(Nc1cnn(Cc2ccc(Cl)cc2)c1)c1ccc([N+](=O)[O-])cc1,-1
Cc1ccc(-c2nc3cc(NC(=O)C(C)C)ccc3o2)cc1,9
CCCC1(C(=O)OC)NC(c2ccc(OC)c(OC)c2)C2C(=O)N(c3ccc4c(c3)OCO4)C(=O)C21 (configuration not stated),1
Cc1cccc2nc(CSc3nnc4ccccn34)cn12,1
O=C(NCc1ccccn1)Nc1cccc(NC(=O)NCc2ccccn2)c1,-7

Reprinted at random: 7 compounds from above.
SMILES,RAD54 branch
Clc1cccc(CON/C=N/c2ncnc3sccc23)c1,-5
CN1CCN(S(=O)(=O)c2ccc(N(C)Cc3cccs3)nc2)CC1,9
CCN(CC)C(=O)Nc1ccc(C(=O)OC)cc1,4
Clc1ccc(CSc2nnc(-c3c[nH]c4ccccc34)o2)cc1,13
COc1ncnc(OC)c1NC(=O)c1ccc(F)cc1,3
Cc1csc(NC(=O)c2nc3nccc(C)n3n2)n1,-3
CCn1c(=O)c(C(=O)Nn2c(C)nc3ccccc3c2=O)c(O)c2ccccc21,-6

(list continues)
| Structure | RAD54 branch |
| --- | --- |
| O=C(O)CCc1nc(-c2ccccc2Cl)no1 | 0 |
| COc1nc(OC)nc(N2CCC(C(=O)NCc3ccco3)CC2)n1 | -6 |
| CCn1c2ccccc2c2cc(/C=N/n3cn[nH]c3=S)ccc21 | 25 |
| O=C(CCS(=O)(=O)c1cccc2nonc12)N1CCN(c2ccc(F)cc2)CC1 | 4 |
| Cc1cc(C)nc(N/N=C/c2ccco2)n1 | 14 |
| COCCn1cc(C(=S)N2CCOCC2)c2ccccc21 | 13 |
| O=C(CCCOc1ccccc1)Nc1ccncc1 | 3 |
| O=C(NCCc1ccncc1)C(F)(F)F | 2 |
| O=C(COc1ccc(Cl)cc1)N1CCCCC1 | 2 |
| O=C1CC(c2ccc(Cl)cc2)n2nc(NS(=O)(=O)c3ccc(F)cc3)nc2N1 (configuration not stated) | -4 |
| CC(C)(C)C(=O)Nc1cccc(-c2nc3ccccc3[nH]2)c1 | 7 |
| CCOc1ccc(-c2nc(CSc3nnc(N)s3)cs2)cc1 | 14 |
| COc1ccc(CCNC(=O)C(=O)NCC2CCCO2)cc1 (configuration not stated) | 0 |
| CCN1CC2=C(OC(N)=C(C#N)C2c2ccccc2)/C(=C\c2ccccc2)C1 (configuration not stated) | 7 |
| Cn1c(SCc2ccon2)nc2ccccc2c1=O | 0 |
| COc1ccc(/C=N/n2c(N)nc3ccccc32)cc1OC | 18 |
| Cc1cccc(OCC(=O)O/N=C(\N)Cc2cccs2)c1 | 12 |
| CCN(CC)CCn1nc(C)nc1-c1ccccc1O | -10 |
| CCc1ccccc1NC(=O)N1C2CCCC1CC(NC(=O)C(C)(C)C)C2 (configuration not stated) | 6 |
| CCN(C(=O)c1cc(Cl)ccc1OC)c1ccccc1C | -20 |
| Oc1cnc2ccccc2c1CN1CCOCC1 | -17 |
| O=C(CSc1nnc(NC(=O)c2ccco2)s1)NC1CCCC1 | -1 |
| COc1ccc(-c2cc(-c3c(O)c(OC)c4occc4c3OC)[nH]n2)cc1 | 2 |
| CCc1nc(C)ccc1OCC(=O)N(CC)CC | 6 |
| COCCCn1[nH]c2c3c(ccc2c1=O)C(=O)c1ccccc1C3=O | 42 |
| Cc1ccc(-c2cc(C(F)F)n3ncc(C(=O)N4CCN(c5cccc(C)c5C)CC4)c3n2)cc1 | -4 |
| CC(C)Cn1c(SC(C)C(=O)Nc2ccc3c(c2)OCCO3)nc2ccccc2c1=O (configuration not stated) | 0 |
| CCn1cc(/C=N/NS(=O)(=O)c2ccc(OC)cc2)c(C)n1 | -10 |
| c1ccc2c(c1)CCN(c1ncnc3c1[nH]c1ccccc13)C2 | -2 |
| Cc1cccc(CC(=O)NCC2CCCCC2)c1 | 0 |
| CC(C)c1nc(-c2ccccn2)no1 | -2 |
| COc1ccc(OC)c(NS(=O)(=O)c2ccc(Cl)s2)c1 | -34 |
| O=C(CCOc1ccccc1)NCC(c1ccco1)N1CCCCC1 (configuration not stated) | 1 |
| COc1ccc(CCNC(=O)CSc2nc(O)c(CCC(C)C)c(=O)[nH]2)cc1OC | 7 |
| O=c1cc(N2CCN(Cc3ccccc3)CC2)c(-c2ccccc2)n[nH]1 | 0 |
| O=C(NCCc1ccc(O)cc1)c1ccc(Cl)cc1 | 2 |

Overlap with the part before: two compounds; new compounds follow.
| Structure | RAD54 branch |
| --- | --- |
| O=c1cc(N2CCN(Cc3ccccc3)CC2)c(-c2ccccc2)n[nH]1 | 0 |
| O=C(NCCc1ccc(O)cc1)c1ccc(Cl)cc1 | 2 |
| O=c1c2ccccc2nc(-c2ccc(Cl)cc2Cl)n1CCCn1ccnc1 | 7 |
| COc1ccc(C)cc1N(CC(=O)NC1CCCC1)C(=O)CCC(=O)Nc1cc(C)on1 | 4 |
| CCCCc1ccc(NC(=O)C2CCN(S(C)(=O)=O)CC2)cc1 | 0 |
| CCCCn1c(=O)n(CC(O)c2ccccc2)c(=O)c2c1ncn2C1CCCC1 (configuration not stated) | 5 |
| O=C(NCc1ccco1)c1ccc(NC(=O)C2COc3ccccc3O2)cc1 (configuration not stated) | -7 |
| CC1CCCN(Cc2nc3c(c(=O)n(C)c(=O)n3C)n2CCc2ccccc2)C1 (configuration not stated) | -4 |
| COc1ccc(CC(=O)Nc2ccc(/C(C)=N/NC(=O)c3cccc([N+](=O)[O-])c3)cc2)cc1 | 1 |
| COc1ccc(NC(=O)C2CCCCN2S(=O)(=O)c2ccc(F)cc2)c(OC)c1 (configuration not stated) | -5 |
| COc1cc(CC(=O)OCC(=O)Nc2ncc(Cl)cc2Cl)cc(OC)c1OC | -2 |
| COc1ccc(C2/C=C\CN(S(=O)(=O)c3ccc(C)cc3)[C@H](Cc3ccccc3)C(=O)N2Cc2ccc(F)cc2)cc1 (some centres not stated) | -6 |
| Cc1noc(NS(=O)(=O)c2ccc(NC(=O)CSc3nc4c(cc3C#N)CCCCC4)cc2)c1C | -17 |
| CCOc1ccc(OCC)c(NC(=O)C2CCN(c3nn4c(=O)cc(C)nc4s3)CC2)c1 | -4 |

Arranged by molar mass (highest first): 4 of the compounds above
| Structure | RAD54 branch |
| --- | --- |
| COc1ccc(CC(=O)Nc2ccc(/C(C)=N/NC(=O)c3cccc([N+](=O)[O-])c3)cc2)cc1 | 1 |
| COc1cc(CC(=O)OCC(=O)Nc2ncc(Cl)cc2Cl)cc(OC)c1OC | -2 |
| O=c1c2ccccc2nc(-c2ccc(Cl)cc2Cl)n1CCCn1ccnc1 | 7 |
| CCCCn1c(=O)n(CC(O)c2ccccc2)c(=O)c2c1ncn2C1CCCC1 (configuration not stated) | 5 |

Further compounds:
| Structure | RAD54 branch |
| --- | --- |
| COc1ccc(-c2oc3ncn4nc(Cc5ccccc5)nc4c3c2-c2ccc(OC)cc2)cc1 | 6 |
| CC(=O)Nc1ccc(S(=O)(=O)NC(CC(=O)NCCc2ccccc2)C(C)C)cc1 (configuration not stated) | 1 |
| CCN(CC)S(=O)(=O)c1ccc(/C(O)=C2/C(=O)C(=O)N(CCOC)C2c2ccccc2)cc1 (configuration not stated) | -3 |
| CCCCCc1nnc(NC(=O)Cc2cccs2)s1 | 3 |
| C=CCSc1nnc2n(CCc3ccccc3)c(=O)c3c4c(sc3n12)COC(C)(C)C4 | 0 |
| CCCCCNC(=O)CC1Nc2c3ccccc3nc(=S)n2C1=O (configuration not stated) | 3 |
| O=C(Cn1nc(-c2ccccc2)ccc1=O)NCCN1CCN(c2cccc(Cl)c2)CC1 | 8 |
